SSB-PriA inh: blocks PriA binding to SSB C-terminal tail; AlphaScreen SSBct-PriA binding, biotinylated peptide; inhibition, % at 33 µM; 430,000 tested, 0.6% active; AID 1272365; in the data active = inhibition mostly above about 37%, no sharp cut-off; inactive = mostly below about 20%;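 note: plate controls were negative control peptide for no effect and reference peptide for full effect; strong numbers were not always called active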
GDH-TPI counter: inhibits GDH-TPI coupling enzymes, artifact for Mtb FBA screen | GDH-TPI coupled enzyme counterscreen, NADH absorbance | inhibition, % at 4.8 µM | 360,000 tested, 1.2% active | AID 588335; in the data active = inhibition above about 30%;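 note: 0% = DMSO wells and 100% = wells lacking the enzyme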
MazEF act: activators of E. coli MazEF toxin-antitoxin RNase. P0AE70. FAM/BHQ RNA-DNA oligo cleavage fluorescence, 5 h. activation, % at 20 µM. 350,000 tested, 0.32% active; in the data active = activation above about 50%
Target sequence (P0AE70 whole entry, looked up): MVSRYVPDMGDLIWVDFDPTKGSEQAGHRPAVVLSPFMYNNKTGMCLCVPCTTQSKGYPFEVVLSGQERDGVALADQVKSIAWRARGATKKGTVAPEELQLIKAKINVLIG
Mtb FBA inh: Mtb fructose-bisphosphate aldolase inhibition; P9WQA3; purified M. tuberculosis FBA, fluorescence read-out; inhibition, % at 1 µM; 360,000 tested, 2.3% active; AID 588726; in the data active = inhibition above about 27%;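 note: 0% = vehicle and 100% = reference inhibitor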
Target sequence (P9WQA3 whole entry, looked up): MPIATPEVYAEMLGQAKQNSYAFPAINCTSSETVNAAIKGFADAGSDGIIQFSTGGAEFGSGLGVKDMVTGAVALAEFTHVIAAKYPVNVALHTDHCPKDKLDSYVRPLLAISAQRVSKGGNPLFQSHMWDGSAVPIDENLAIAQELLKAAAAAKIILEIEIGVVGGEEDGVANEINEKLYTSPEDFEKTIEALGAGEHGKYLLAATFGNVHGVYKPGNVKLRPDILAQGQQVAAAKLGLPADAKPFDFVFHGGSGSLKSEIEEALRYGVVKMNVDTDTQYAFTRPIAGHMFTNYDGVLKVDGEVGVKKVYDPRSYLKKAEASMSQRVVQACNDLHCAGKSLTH
3CLpro inhibitor: SARS-CoV 3CLpro protease inhibition; P0C6X7; recombinant SARS-CoV 3CLpro, quenched FRET peptide cleavage; inhibition, % at 6 µM; 290,000 tested, 0.14% active; in the data active = inhibition above about 12%
Mtb UGM inh: Mtb UDP-galactopyranose mutase inhibition | inhibition, % at 10 µM | P9WIQ1 | 320,000 tested, 0.06% active | purified UGM, fluorescence polarization probe displacement; in the data active = inhibition above about 10%, passing the limit was not always enough
Target sequence (P9WIQ1 whole entry, looked up): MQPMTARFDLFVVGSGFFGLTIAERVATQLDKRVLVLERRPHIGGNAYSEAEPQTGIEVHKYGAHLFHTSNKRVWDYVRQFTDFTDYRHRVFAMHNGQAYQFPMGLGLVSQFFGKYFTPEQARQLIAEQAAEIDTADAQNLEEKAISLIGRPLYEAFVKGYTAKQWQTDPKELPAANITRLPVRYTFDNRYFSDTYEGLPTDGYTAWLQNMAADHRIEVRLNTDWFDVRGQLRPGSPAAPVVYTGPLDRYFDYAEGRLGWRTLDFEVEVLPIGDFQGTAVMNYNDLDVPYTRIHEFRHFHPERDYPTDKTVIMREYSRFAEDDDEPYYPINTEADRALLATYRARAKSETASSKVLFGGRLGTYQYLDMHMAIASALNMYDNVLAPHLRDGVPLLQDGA
DUSP3 inh: DUSP3 (human) phosphatase inhibition; P51452; recombinant VHR phosphatase, pNPP absorbance; inhibition, % at 13.3 µM; 290,000 tested, 0.52% active; AID 1654; in the data active = inhibition above about 50%; note: some compounds called inactive have numbers as strong as hits
Target sequence (P51452 whole entry, looked up): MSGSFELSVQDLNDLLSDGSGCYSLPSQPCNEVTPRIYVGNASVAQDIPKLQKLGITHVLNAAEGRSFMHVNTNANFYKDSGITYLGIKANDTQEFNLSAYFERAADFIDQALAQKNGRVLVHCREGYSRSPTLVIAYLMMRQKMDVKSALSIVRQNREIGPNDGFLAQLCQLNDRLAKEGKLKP
BH1578 lux ind: induces V. cholerae light production without autoinducers. V. cholerae BH1578 lux reporter, luminescence, 6 h. activation, % at 18.7 µM. 350,000 tested, 0.16% active; in the data active = activation mostly above about 9.7%, no sharp cut-off; note: not every result past the cut was called active; inactives centre near 0; reference of the scale not given here
BioA inh: inhibitors of Mycobacterium tuberculosis BioA enzyme; purified M. tuberculosis BioA enzyme, plate reader; inhibition, % at 9.99 µM; 360,000 tested, 0.096% active; AID 602481; in the data active = inhibition above about 40%
Rv3671c inh: inhibits the M. tuberculosis serine protease Rv3671c. P9WHR9. inhibition, % at 5.96 µM. 320,000 tested, 0.048% active; in the data active = inhibition above about 38%;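 note: extracellular domain of Rv3671c used as enzyme; 0% = enzyme with DMSO and 100% = no enzyme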
Active calls of the source: *; i = inactive; . = no result given.

SMILES	SSB-PriA inh	GDH-TPI counter	MazEF act	Mtb FBA inh	3CLpro inhibitor	Mtb UGM inh	DUSP3 inh	BH1578 lux ind	BioA inh	Rv3671c inh
Cc1ccc(CNC(=O)CC2Nc3c4ccccc4nc(=S)n3C2=O)cc1 (configuration not stated)	.	.	.	.	0	2.2	-1	.	.	-7
COc1ccc(N(C(=O)CNC(=O)c2cccs2)C(C(=O)NCC2CCCO2)c2ccc(OC)c(OC)c2)cc1 (configuration not stated)	-5	1	-1	0	-9	-0.9	23	-0.2	0.3	-2
CCOC(=O)c1cc(OC(C)=O)c2ccc(OC)c(OC)c2c1	.	11	1	10	.	.	.	-0.7	0.5	.
COc1ccc(NC(=O)c2cc(F)c(F)cc2Cl)cc1Cl	-1	-1	15	1	0	-2.8	-19	-0.5	-1.6	-5
CCOc1cccc(OCCCCn2ccnc2)c1	-16	6	1	-3	2	-0.4	-2	.	-1.7	1
CCOC(=O)c1c(C)[nH]c(C(=O)OCC(=O)N(C)C2CCS(=O)(=O)C2)c1C (configuration not stated)	4	-6	0	5	5	1.5	22	0.7	.	0
C=C(C)COc1ccc(-c2ncncc2-c2ccc(OC)cc2)c(O)c1	9	4	4	6	3	-0.9	9	-10	-2.1	-5
CCOC(=O)N1CCN(C(=O)C2CCN(C(=O)c3ccc(C(C)(C)C)cc3)CC2)CC1	-19	-1	6	-2	0	2.8	-23	-0.2	-1.0	-8
CC(=O)c1cccc(NC2=NCC(C)S2)c1 (configuration not stated)	-1	0	-14	-2	-3	-0.3	46	i	-1.3	5
O=S(=O)(c1ccccc1)N1CCN=C1SCc1ccc(Cl)c(Cl)c1	-7	0	-8	-2	2	-1.4	0	-0.2	.	-9

Grouped by structure, those above with an aryl methoxy group (four)
SMILES	SSB-PriA inh	GDH-TPI counter	MazEF act	Mtb FBA inh	3CLpro inhibitor	Mtb UGM inh	DUSP3 inh	BH1578 lux ind	BioA inh	Rv3671c inh
COc1ccc(N(C(=O)CNC(=O)c2cccs2)C(C(=O)NCC2CCCO2)c2ccc(OC)c(OC)c2)cc1 (configuration not stated)	-5	1	-1	0	-9	-0.9	23	-0.2	0.3	-2
CCOC(=O)c1cc(OC(C)=O)c2ccc(OC)c(OC)c2c1	.	11	1	10	.	.	.	-0.7	0.5	.
COc1ccc(NC(=O)c2cc(F)c(F)cc2Cl)cc1Cl	-1	-1	15	1	0	-2.8	-19	-0.5	-1.6	-5
C=C(C)COc1ccc(-c2ncncc2-c2ccc(OC)cc2)c(O)c1	9	4	4	6	3	-0.9	9	-10	-2.1	-5

More results follow:
SMILES	SSB-PriA inh	GDH-TPI counter	MazEF act	Mtb FBA inh	3CLpro inhibitor	Mtb UGM inh	DUSP3 inh	BH1578 lux ind	BioA inh	Rv3671c inh
N#CC1=C2SC=C(c3ccc(Br)cc3)N2CCCC1=O	-3	3	-7	-1	0	-0.3	8	-1.4	.	-14
COC(=O)C1C(C(=O)OC)C1(c1ccccc1)c1ccccc1 (configuration not stated)	-4	-2	-4	3	-1	3.8	17	-0.3	2.0	-6
CC(C)C[C@H]1CNC(=S)N1CC1CCN(CCCC2CCCC2)CC1	-1	4	5	-2	.	.	.	-2.8	1.6	.
O=C(CN1CCOCC1)NCCNS(=O)(=O)c1ccccc1	-11	2	5	-2	-2	-0.4	23	i	-0.2	-7
Cc1ccc(S(=O)(=O)N2CCCCC2)cc1	-14	7	4	1	2	0.3	22	-1.0	-2.1	0
COc1ccc(S(=O)(=O)N(C)CC(=O)Nc2cccc(C(C)=O)c2)cc1	1	9	6	2	-1	1.8	-8	i	-0.4	9
O=C(O)CCNS(=O)(=O)c1ccc2ccccc2c1	-16	-7	-15	1	-3	4.5	8	0.2	-1.3	-5
OC(c1ccccc1)c1nc2ccccc2s1 (configuration not stated)	-13	9	-2	2	4	1.3	3	i	0.5	-3
CCOC(=O)C1(Cc2ccc(Cl)cc2)CCN(Cc2ccon2)CC1	-3	-3	-5	-3	0	1.3	16	0.6	.	-6
Cc1cc2cc(C)c(NCCNC(=O)c3cccs3)nc2cc1C	-7	17	-14	4	-8	-2.1	26	-1.5	.	-12
O=C(CSc1nncs1)NC1CCCc2ccccc21 (configuration not stated)	-5	-7	-1	0	3	1.4	17	0.2	.	-4
COc1ccc(-c2oc3ccc(N4CCOCC4)cc3c2/C=C/c2ccc(OC)c(OC)c2)cc1	2	40*	-22	36*	0	1.0	17	i	-0.8	-2
O=C(CNC(=O)c1cccs1)OCc1c(F)cccc1Cl	-4	-6	9	-1	-4	-2.0	-25	i	-0.6	0
Cc1cc(/C=C2\C(=N)N3N=C(C(C)C)SC3=NC2=O)c(C)n1Cc1ccccc1	-6	-6	4	0	7	-1.3	4	-0.7	-0.3	-14
NC(=S)N/N=C/c1ncc(C(F)(F)F)cc1Cl	.	46*	-215	2	-5	-0.5	16	i	-1.3	12
NS(=O)(=O)c1ccc(NC(=O)COC(=O)CCc2c[nH]c3ccccc23)cc1	8	4	11	5	2	3.9	23	-0.7	.	0
O=C(NCCc1ccc(Cl)cc1)c1ccc(NC2=NC3CS(=O)(=O)CC3S2)cc1 (configuration not stated)	-1	8	2	1	3	-1.4	2	1.3	-0.3	-6
CCc1ccc(OCC(=O)O/N=C(\N)c2ccncc2)cc1	i	-10	6	4	-6	-1.5	6	4.5	-0.7	-3
COc1ccc(/C=N/NC(=O)c2cccc(Br)c2)cc1COc1ccccn1	i	16	6	-1	5	-0.6	13	7.1	0.3	0
COc1ccc(-n2c(=S)[nH]c3cc(C(=O)Nc4cc(OC)c(OC)c(OC)c4)ccc3c2=O)c(OC)c1	14	15	8	-1	5	1.2	23	-0.1	-0.2	-6
COc1ccc(NC(=O)C2CC(=O)N=C(N)S2)cc1 (configuration not stated)	.	-1	0	-1	-3	-0.3	11	2.8	7.1	12
Cc1cc(-c2c(C(=O)N3CCOCC3)c(C)nn2-c2cccc(C(F)(F)F)c2)no1	-5	-9	5	-2	-6	1.1	25	0.1	.	7
COc1cc(NC(=O)CN2CCN(c3ccccc3)CC2)c(C)cc1[N+](=O)[O-]	-3	-3	-4	-6	-1	-0.3	11	i	.	-17
CCC1(C)CC(=O)N(c2ccc(C(=O)O)c(O)c2)C1=O (configuration not stated)	-14	3	2	25	4	0.0	32	-1.6	-1.1	6
COc1ccccc1-c1cnc(C(O)c2ccc(F)c(C)c2)[nH]1 (configuration not stated)	.	1	.	-3	.	.	.	i	0.4	.
Cc1cc(C)n2nc(SCC(=O)Nc3c(C)nn(-c4ccccc4)c3C)nc2n1	-21	9	5	2	-4	-2.2	32	i	.	-1
COc1ccc(CC(=O)Nc2nnc(SCc3ccccc3)s2)cc1S(=O)(=O)N1CCOCC1	-4	6	-8	0	9	-0.6	40	i	-1.7	-14
CCCCN=C1NN=C(c2ccc3c(c2)OCCO3)CS1	27	1	5	0	-2	2.2	-21	i	.	5
COc1ccc(-n2ncc3c(=O)n(CC(=O)OCc4ccccc4)cnc32)cc1	-4	-5	-1	3	-1	-1.0	3	1.2	.	7
Cc1ccc(C(=O)Nc2nc(-c3ccc(F)cc3)cs2)o1	7	10	5	0	-1	1.7	14	i	1.3	-14

Exported as labelled records: two of the compounds above.
compound: Cc1cc(C)n2nc(SCC(=O)Nc3c(C)nn(-c4ccccc4)c3C)nc2n1
- SSB-PriA inh = -21
- GDH-TPI counter = 9
- MazEF act = 5
- Mtb FBA inh = 2
- 3CLpro inhibitor = -4
- Mtb UGM inh = -2.2
- DUSP3 inh = 32
- BH1578 lux ind = i
- BioA inh = .
- Rv3671c inh = -1
compound: CCC1(C)CC(=O)N(c2ccc(C(=O)O)c(O)c2)C1=O (configuration not stated)
- SSB-PriA inh = -14
- GDH-TPI counter = 3
- MazEF act = 2
- Mtb FBA inh = 25
- 3CLpro inhibitor = 4
- Mtb UGM inh = 0.0
- DUSP3 inh = 32
- BH1578 lux ind = -1.6
- BioA inh = -1.1
- Rv3671c inh = 6

Next section:
SMILES	SSB-PriA inh	GDH-TPI counter	MazEF act	Mtb FBA inh	3CLpro inhibitor	Mtb UGM inh	DUSP3 inh	BH1578 lux ind	BioA inh	Rv3671c inh
Cc1cccc(C(=O)Nc2c(C(=O)N3CCN(C)CC3)cnn2-c2ccccc2)c1	0	-9	6	-4	-2	0.1	18	-0.1	1.6	2
O=c1[nH]c(=S)n(-c2ccccc2)c(O)c1C=NCCN1CCNCC1	-5	21	-3	1	-3	1.0	27	i	-1.5	.
Cc1cc(C(=O)CSc2nnc(Nc3ccccc3)s2)c(C)n1CC1CCCO1 (configuration not stated)	15	9	0	-1	1	-0.2	11	.	-0.5	-6
NC(=NCCc1ccccc1)c1cccc([N+](=O)[O-])c1	5	-3	9	3	0	0.1	9	i	1.2	-4
O=C(NCCO)C(=O)NCC1CCCN1S(=O)(=O)c1cccs1 (configuration not stated)	-9	9	2	0	.	-1.9	.	-0.7	-1.8	-1
c1ccc2c(c1)[nH]c1nc3nncn3nc12	-4	26	-4	-2	-1	-1.0	-12	i	0.3	5
COc1ccc(N(C(=O)c2ccccc2)S(=O)(=O)c2cccs2)cc1	-17	1	3	-1	3	2.7	15	-0.1	-0.5	-6
Cc1ccc2nc(NC(=O)C3CCCN(S(=O)(=O)c4cccnc4)C3)sc2c1 (configuration not stated)	6	12	3	-2	0	-0.7	49	i	1.2	6
COc1cc([N+](=O)[O-])cc(/C=N/NC(=O)C(C)Nc2cccc3ccccc23)c1O (configuration not stated)	.	16	0	-8	-12	2.7	17	i	-1.3	27
O=C(NN=Cc1ccc(F)cc1)c1cccc(S(=O)(=O)N2CCCC2)c1	4	1	6	-1	.	1.5	.	i	1.4	-18
Cc1ccc(CSCC(=O)N2CCOCC2)cc1	-15	-6	0	11	-4	2.7	8	i	1.4	3
CCc1cc(C(=O)N2CCCC(CO)(Cc3ccc(F)cc3)C2)n(C)n1 (configuration not stated)	-10	-6	-19	-2	2	-5.9	-16	-0.6	-4.0	4
O=C(NC1CCC(O)CC1)c1ccc(-c2ccc(Cl)cc2)o1 (configuration not stated)	9	4	2	27	.	1.0	.	i	.	6
Oc1ccccc1C1=NCCNC(C(F)(F)F)=C1	0	8	4	-2	-1	-0.3	18	-0.2	.	-4
Cc1cccc(-n2ncc3c(N4CCOCC4)ncnc32)c1	-2	-7	3	-3	-7	-0.7	-4	-0.3	0.3	-4
CC(C)N(C(=O)[C@H]1C[C@H](CC(=O)NC(C)(C)C)C(=O)N2CCc3c([nH]c4cc(-c5ccco5)ccc34)[C@]12C)C(C)C	5	-8	11	21	.	.	.	-0.4	-0.6	.
COc1cc(OC)c(NC(=O)c2ccccc2F)cc1Cl	2	0	10	-1	1	-2.0	-2	0.4	-1.0	0
CC(C)OC(=O)CSc1nc(-c2ccc(F)cc2)cc(C(F)(F)F)n1	-40	10	-5	10	-3	-1.1	5	0.1	1.1	8
O=C(/C=C/c1ccccc1)OCCCN=C1NS(=O)(=O)c2ccccc21	3	-5	3	1	2	1.0	24	-0.1	.	-7
CC(=O)Nc1c2c(nn1-c1ccccc1C)CS(=O)(=O)C2	5	5	-3	1	-2	2.3	57*	-0.5	-1.2	9
CN(Cc1ccccc1)C(=O)CSc1cc(=O)n(C)c2ccccc12	1	8	12	3	3	0.2	20	-0.3	.	-2
COc1cccc(OCC(=O)Nc2ccc(OC)c(OC)c2)c1	-10	-1	4	-14	-5	-0.4	1	-0.3	-1.1	4
C/C(=N\NC(=S)NC(C)C)c1ccc(Cl)s1	.	24	2	-10	-3	-1.7	-8	-0.4	-2.1	-2
COc1cccc(-c2ccc(C3=CC(=O)CC(C)(C)C3=O)cc2)c1OC	.	4	2	1	.	.	.	0.7	0.2	.
COc1cc(NS(=O)(=O)c2ccc(NC(=O)/C=C/c3cccc([N+](=O)[O-])c3)cc2)ncn1	3	7	7	4	0	1.4	-3	-1.5	.	-40
COCCn1c(=S)[nH]c2cc(C(=O)N3CCN(c4ccc(F)cc4)CC3)ccc2c1=O	2	10	-1	-1	0	-1.5	22	i	0.9	5
NC(=O)CSc1nnc2sc3ccccc3n12	-11	-3	-1	2	-2	-0.6	21	-0.2	.	-4
N#C/C(=C(\O)C(F)(F)F)c1nnc2n1CCCCC2	.	2	3	-6	0	2.0	2	i	-1.5	7
Oc1ccc(Cl)cc1-c1cc(-c2ccccc2Cl)[nH]n1	-12	11	4	0	3	1.0	-24	i	-2.1	-2

Screening data (PubChem)

The list is partial, so the mix of outcomes need not match the whole.
